TAAR1 antag: human TAAR1 antagonists, primary screen, Fluo-8 calcium fluorescence, CHO RD-HGA16 cells; Trace amine-associated receptor 1 (Homo sapiens), Q96RJ0; antagonist; inhibition, % at 3 µM; 360,000 tested, 1.5% active;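 active = inhibition above a per-plate cutoff, the mean inhibition of test compounds on that plate plus 3 SD, cut at about 49% in these data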;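 also: 0% = DMSO plus EC80 beta-PEA response and 100% = DMSO alone without agonist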
Target sequence (Q96RJ0 whole entry, looked up): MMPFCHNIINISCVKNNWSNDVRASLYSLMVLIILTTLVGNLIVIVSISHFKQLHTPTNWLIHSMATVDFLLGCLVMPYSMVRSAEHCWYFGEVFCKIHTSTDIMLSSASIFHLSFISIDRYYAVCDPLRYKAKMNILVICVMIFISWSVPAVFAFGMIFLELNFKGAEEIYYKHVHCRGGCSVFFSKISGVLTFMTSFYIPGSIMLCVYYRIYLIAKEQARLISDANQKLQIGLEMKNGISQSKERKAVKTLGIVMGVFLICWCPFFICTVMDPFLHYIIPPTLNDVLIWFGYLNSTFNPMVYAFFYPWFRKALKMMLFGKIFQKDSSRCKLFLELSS
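Material: RD-HGA16 CHO cells with stable hTAAR1 and Gα16; Dosing: single nominal final test compound concentration of 3 µM; Schedule: seeding 17-24 h prior, 75-min 37 °C, 30-min RT dye loading; Detection: kinetic Fluo-8 calcium fluorescence measurement; Measure: % inhibition from peak post-agonist over basal fluorescence ratio; Benchmarks: vehicle and agonist controls.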
TAAR1 ag: human TAAR1 agonists, primary screen, Fluo-8 calcium fluorescence, CHO RD-HGA16 cells. Trace amine-associated receptor 1 (Homo sapiens), Q96RJ0. vehicle wells 0%, saturating PEA agonist 100%. activation, % at 3 µM. 360,000 tested, 0.99% active;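 active = activation above the mean activation of all test compounds in the run plus 3 SD, cut at about 38% in these data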
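Assay system: CHO-derived RD-HGA16 cells with stable Gα16 and human TAAR1; timing: 17-24 h seeding, 75 min 37 °C dye, 30 min RT; read-out: % activation from peak over basal fluorescence ratio, DMSO-to-PEA scaled; measured by: kinetic Fluo-8 calcium fluorescence; benchmarks: low control DMSO, high control PEA (EC100); doses: 3 µM single concentration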
* hit, by the source's call.

Below each compound – TAAR1 ag | TAAR1 antag
CCOC(=O)N[C@@H](Cc1cccnc1)C(=O)N1CCC[C@H]1C(=O)NCCc1ccccc1Cl
 : 66.8* | 60.9*
Oc1cc(O)cc(C=Cc2ccc(O)c(O)c2)c1
 : 3.0 | -27.2
CCC(=O)N[C@H]1CC[C@@H](CCn2cc(C3CC3)nn2)O[C@@H]1CO
 : 2.9 | -5.3
O=C(c1ccc2c(c1)OCO2)N1CCC2(CC1)Oc1ccc(Cl)cc1C(=O)C21CC(c2ccc(Cl)cc2)=NO1 (stereo not drawn)
 : 1.1 | 8.2
CCCCCCCCN1C(=O)[C@@H](CC(=O)NCc2ccccc2)C[C@@]2(C(=O)OC)C1=C[C@H](C(C)(C)C)O[C@@H]2C
 : -1.0 | -4.6
COC(=O)C1=C(C)N(Cc2ccc(C(F)(F)F)cc2)C(=NCc2ccc3c(c2)OCO3)NC1c1ccccc1C(F)(F)F (stereo not drawn)
 : 16.5 | -0.5
O=C(NCc1ccccc1)[C@H]1CCCN1C(=O)[C@H]1CCCN1C(=O)c1ccc(OC(F)(F)F)cc1
 : -1.3 | -2.3
Cc1ccc2[nH]c3c(N4CCN(Cc5ccc6c(c5)OCO6)CC4)ncnc3c2c1
 : 5.7 | 5.4
COC(=O)[C@]12C[C@H](CC(=O)NCc3cccc(C(F)(F)F)c3)C(=O)N(Cc3ccc4c(c3)OCO4)C1=C[C@H](C(C)(C)C)O[C@@H]2C
 : 0.0 | -10.6
CCOC(=O)[C@]12CCCC=C1N(CCc1ccc(OC)c(OC)c1)C(=O)[C@H](CC(=O)N1CCCCC1)C2
 : 1.1 | -4.1
C=CCNc1ccc2c(c1)OC[C@@H](CC(C)C)NS2(=O)=O
 : -2.2 | 2.9
CO[C@@H]1CN(C)C(=O)c2cc(NC(=O)NC3CCCCC3)ccc2OC[C@@H](C)N(CC2CCOCC2)C[C@@H]1C
 : 4.3 | -19.7
Brc1ccccc1C1Cc2nnccc2CN1 (stereo not drawn)
 : 1.3 | 5.1
COc1ccc(CNS(=O)(=O)c2cc(Br)ccc2Br)c(OC)c1
 : 0.0 | -9.5
COC(=O)C1=C(C)N(Cc2cccc(C(F)(F)F)c2)C(=NCc2ccc3c(c2)OCO3)NC1c1ccc(F)cc1 (stereo not drawn)
 : 47.5* | 49.7*
O=C(O)c1cccc(C(=O)O)c1S(=O)Cc1ccccc1 (stereo not drawn)
 : 1.0 | -0.7
C=C[C@@H](c1ccccc1)[C@](C)(O)C(=O)O
 : 2.6 | -25.1
C[C@@H]1CN([C@@H](C)CO)C(=O)CCCn2cc(nn2)CO[C@H]1CN(C)C(=O)Nc1cccc(F)c1
 : 0.2 | 3.3
CCCCc1c(-c2ccccc2OC)ncn1Cc1ccccc1Cl
 : 3.7 | 23.2
CCCCCCCCN1C(=O)[C@H](CC(=O)NCCCC)C[C@@]2(C(=O)OC)CC(C)(C)CC=C12
 : -1.0 | -3.5
CCCCCCC12C(=Cc3cc4c(cc31)OCCO4)c1cc(OC)c(OC)cc1C(CC(=O)O)N2C(=O)OC (stereo not drawn)
 : 2.4 | 9.9
C[C@]12Cc3ccccc3C1CC1=N[C@@H](c3ccccn3)O[C@@]13C[C@@H]2C(=O)N3C1CCN(Cc2ccccc2)CC1 (stereo partly drawn)
 : 1.3 | 6.1
COC(=O)C[C@@H]1C=C[C@@H](NC(=O)c2cccnc2)[C@@H](CO)O1
 : 1.0 | -15.9
Cc1cccc(C)c1NC(=O)C(c1ccnc2ccccc12)n1c(=O)c(-c2ccco2)nc2ccccc21 (stereo not drawn)
 : 0.0 | -9.4
CC(=O)Nc1ccc(NC2=C(Cl)C(=O)c3ccccc3C2=O)cc1
 : -3.5 | 65.0*
N#Cc1ccc2nc(-c3ccc(CN4CCC(n5cc(-c6ccccc6)[nH]c5=O)CC4)cc3)c(-c3ccccc3)nc2c1
 : 8.2 | 46.1
O=C(O)C(=Cc1ccc([N+](=O)[O-])cc1)c1ccccc1
 : 1.6 | -11.7
C[C@@H]1C=CCCO[C@]12C(=O)N(CC1CC1)c1cccc(Br)c12
 : 3.2 | -5.9
COc1ccc(-c2ncn(CCc3ccccc3OC)c2C(C)C)cc1
 : 15.2 | -1.0
Cc1cnc(C(=O)Nc2c(-c3ccccc3)[nH][nH]c2=O)cn1
 : 0.7 | -10.6
Fc1ccc2cc(C3=CCCCC3)ncc2c1
 : -1.0 | -0.9
CCOC(=O)C1=C(C(=O)OCC)C2N(Cc3ccc(C(F)(F)F)cc3)c3ccccc3[C@@]23C[C@@H](C(=O)OC)N(S(=O)(=O)c2ccc(OC)cc2)C3=N1 (stereo partly drawn)
 : 1.1 | -20.1
CCOC(=O)C(CNc1ccc(OCc2ccccc2)cc1)NC(=O)c1ccccc1 (stereo not drawn)
 : 0.6 | 38.1
CC1(C(=O)Nc2ccc3c(c2)OCCO3)CSCC(=O)N1CCCN1CCOCC1 (stereo not drawn)
 : 0.7 | -13.8
COC(=O)[C@@]12C[C@@H](CC(=O)N3CCOCC3)C(=O)N(CCc3ccc(OC)c(OC)c3)C1=CCC(C)(C)C2
 : 1.2 | 2.8
COC(=O)C1=C(C)N(Cc2ccccc2C(F)(F)F)C(=NCc2ccccc2)NC1c1ccc(Cl)cc1 (stereo not drawn)
 : 3.0 | 5.1
O=C(C[C@@H]1CC[C@@H]2[C@H](COC[C@@H](O)CN2Cc2cc(F)ccc2F)O1)NCc1ccc(F)cc1
 : 3.9 | 11.3
CCCCNc1cccc2c1S(=O)(=O)N[C@@H](Cc1ccccc1)CO2
 : -0.3 | 11.3
CN(N=Cc1ccccc1O)C(=O)c1ccccc1N
 : 0.6 | -4.2
CC1(O)C(=O)C2(C)C=CC1C1C(=O)N(c3ccccc3)C(=O)C12 (stereo not drawn)
 : 1.0 | -6.2
COC(=O)C1=C(C)N(Cc2ccccc2C(F)(F)F)C(=NCc2ccccc2)NC1c1cccc(F)c1 (stereo not drawn)
 : 6.1 | -12.3
O=C(C[C@@H]1C[C@@H]2c3cc(NC(=O)c4ccc5c(c4)OCO5)ccc3O[C@@H]2[C@@H](CO)O1)NCc1cccnc1
 : 0.1 | -9.7
COc1ccc(-n2cnnc2SC(C)c2nc3sc(C)c(C)c3c(=O)[nH]2)cc1 (stereo not drawn)
 : 0.8 | 2.8
COc1ccc(CCC(=O)N2c3ccccc3N=C(c3ccc4c(c3)OCO4)C2C(=O)Nc2ccc(OC)cc2)cc1 (stereo not drawn)
 : -0.5 | -17.6
COC(=O)C1=C(C)N(Cc2ccc(C(F)(F)F)cc2)C(=NCc2ccc3c(c2)OCO3)NC1c1ccccc1 (stereo not drawn)
 : 32.0 | 34.6
COc1ccc(C2CC(=O)C(c3ccccc3)=CN2Cc2ccccc2)cc1 (stereo not drawn)
 : 1.7 | 58.0*
COc1ccc(Cc2c(-c3ccc(F)cc3)nc3ccc(C)cn23)c(C)c1
 : 2.2 | -17.2
Cn1nc(C(C)(C)C)cc1C(=O)NCC1CCN(C(=O)C(=O)c2cc3ccccc3o2)CC1
 : 6.7 | 38.2
OCC1SC(O)C(O)C(O)C1O (stereo not drawn)
 : 0.5 | -7.6
CCCCCCCCN1C(=O)[C@@H](CC(=O)NCCC(C)C)C[C@@]2(C(=O)OC)C1=C[C@H](C1CCCC1)O[C@@H]2C
 : -1.3 | -28.6
COc1ccc2nc(-c3ccc(CN4CCC5(CC4)CNc4ccccc45)cc3)c(-c3ccccc3)nc2c1
 : 0.4 | 0.1
O=C(N[C@H]1CC[C@H](CCNC(=O)C2CC2)O[C@@H]1CO)c1ccccn1
 : 2.2 | -19.4
O=C(C[C@H]1CC[C@H]2[C@@H](COC[C@H](O)CN2Cc2ccccc2)O1)NCCCN1CCOCC1
 : 1.5 | 11.3
COc1ccc(S(=O)(=O)Nc2ccc3c(c2)C(=O)N([C@H](C)CO)C[C@H](C)[C@H](CN(C)C(=O)Nc2ccc(F)cc2)OCCCC[C@@H](C)O3)cc1
 : 2.3 | -0.8
CCCCCCCCN1C(=O)[C@@H](CC(=O)NCCCN2CCCC2=O)C[C@@]2(C(=O)OC)C1=C[C@H](C(C)(C)C)O[C@@H]2C
 : -2.4 | -24.2
CN(C)CC(CCC(CN(C)C)C(O)(c1ccccc1)c1ccccc1)C(O)(c1ccccc1)c1ccccc1 (stereo not drawn)
 : 2.0 | 7.0
CCc1ccc(N2C=C(C(=O)OC)C(c3ccccc3F)C(C#N)=C2N)cc1 (stereo not drawn)
 : 1.2 | 19.6
CC(C)C[C@H]1COc2c(Cl)cccc2S(=O)(=O)N1Cc1cccc(Cl)c1
 : 2.4 | -13.9
Cc1ccc(S(=O)(=O)N2C3CCCCC3O[C@H]2CC(=O)c2cccs2)cc1 (stereo partly drawn)
 : 2.9 | -30.8
CCOC(=O)CN1C(=O)[C@]2(OCCC=C[C@H]2C)c2cc(OC)ccc21
 : 2.3 | -20.1

Additional structures.
Below each compound – TAAR1 ag | TAAR1 antag
CC(C)C[C@H]1COc2cc(N3CCOCC3)ccc2S(=O)(=O)N1
 : 2.0 | -5.0
CCCCCCCCN1C(=O)[C@@H](CC(=O)NCC2CCCCC2)C[C@@]2(C(=O)OC)C1=C[C@H](C(C)(C)C)O[C@@H]2C
 : 3.8 | -28.2
CCCCCCC12C(=Cc3cc(C)ccc31)c1ccccc1C(CC(=O)NCc1ccccc1)N2C(=O)OC (stereo not drawn)
 : -1.5 | -15.4
Cc1ccc(S(=O)(=O)N2[C@H](CC(=O)c3ccc(F)cc3)OC[C@@H]2C)cc1
 : -1.8 | -20.5
COc1ccc(CCN2C(=O)CSCC2(C)C(=O)Nc2ccc3c(c2)OCCO3)cc1OC (stereo not drawn)
 : 0.6 | -5.7
COC(=O)c1cc2c(c3c4cc(C)ccc4n(S(=O)(=O)c4ccc(OC)cc4)c13)C(=O)N(Cc1ccccc1OC)C2
 : -0.1 | -14.6
COc1ccc(Cn2cc(CN3CCc4onc(-c5ccc(Br)cc5)c4C3=O)nn2)cc1
 : 1.1 | 9.7
CC(=O)O[C@H]1C=C[C@@H](NC(=O)OC(C)(C)C)C1
 : 0.2 | -0.6
COC(=O)CC#C[C@H](C)[C@@H](NS(C)(=O)=O)C1CCCCC1
 : 0.1 | -3.4
O=C(C(=O)N1CCC(Cc2ccccc2)CC1)c1cccc(Br)c1
 : 1.1 | 34.3
O=S1(=O)CC(N2CCCC2)CN1Cc1cn(Cc2ccc(C(F)(F)F)cc2)nn1 (stereo not drawn)
 : 1.6 | -13.0
Cc1cccc(C)c1NC(=O)C(c1ccc(C#N)cc1)n1c(=O)c(-c2ccccc2)nc2ccccc21 (stereo not drawn)
 : 1.0 | -44.7
Cc1ccc(S(=O)(=O)N2CC3C(=O)C[C@@H](c4ccccc4)N(S(=O)(=O)c4ccccc4Cl)C3CC2c2ccccc2)cc1 (stereo partly drawn)
 : 0.1 | 12.7
COc1ccccc1-c1ncn(Cc2cccc(-c3ccccc3)c2)c1-c1cc(C)cc(C)c1
 : 0.8 | 23.5
COC(=O)C1=C(C)N(C)C(=NCc2ccc(OC)cc2)NC1c1ccc(Cl)cc1 (stereo not drawn)
 : 6.5 | -10.7
CCc1c(-c2ccc(F)cc2)ncn1CCc1ccccc1OC
 : 3.1 | -24.5
O=C(Oc1ccccc1)c1cccc2cccc(C(=O)Oc3ccccc3)c12
 : 10.6 | 29.9
Cc1ccc(S(=O)(=O)/C=C2\OCc3ccccc32)cc1
 : 6.0 | -21.8
CCOC(=O)[C@]12CCCC=C1N(CCC1=CCCCC1)C(=O)[C@H](CC(=O)N1CCN(C(=O)c3ccco3)CC1)C2
 : -1.3 | -9.0
COCc1[nH]nc2c1C(c1ccccc1)NC2=O (stereo not drawn)
 : 1.3 | -28.7

In the list so far, these contain a cyano group.
Below each compound – TAAR1 ag | TAAR1 antag
N#Cc1ccc2nc(-c3ccc(CN4CCC(n5cc(-c6ccccc6)[nH]c5=O)CC4)cc3)c(-c3ccccc3)nc2c1
 : 8.2 | 46.1
CCc1ccc(N2C=C(C(=O)OC)C(c3ccccc3F)C(C#N)=C2N)cc1 (stereo not drawn)
 : 1.2 | 19.6
Cc1cccc(C)c1NC(=O)C(c1ccc(C#N)cc1)n1c(=O)c(-c2ccccc2)nc2ccccc21 (stereo not drawn)
 : 1.0 | -44.7

Next part:
Below each compound – TAAR1 ag | TAAR1 antag
Cc1cc2nc3c(=O)[nH]c(=O)nc-3n(C[C@H](O)[C@H](O)[C@H](O)CO)c2cc1C
 : 45.3* | 18.8
Cc1ccccc1C(=O)N[C@H](C(=O)N1CCC[C@H]1C(=O)NCCc1ccccc1Cl)c1ccccc1
 : 53.3* | 41.1
O=C(Cc1ccc(NC(=O)C2CCCN(C(=O)c3ccccc3)C2)cc1)Nc1cccc(C(=O)N2CCCCC2)c1 (stereo not drawn)
 : 1.7 | -39.4
O=C(NCC1CCN(C(=O)C(=O)c2cccs2)CC1)c1ccncc1
 : 1.6 | 15.9
N#Cc1ccc(C(C(=O)NC2CCCCC2)n2c(=O)c(-c3cc4ccccc4[nH]3)nc3ccccc32)cc1 (stereo not drawn)
 : 0.1 | -33.4
CCOC(=O)C1=CCN(S(=O)(=O)c2ccc(F)cc2)C1c1ccc(F)cc1 (stereo not drawn)
 : -1.7 | -25.0

This is a subset; count on the stated rates, not on these rows.
